# HttQ103 aggreg: qHTS Multiplex Assay to Identify Dual Action Probes in a Cell Model of Huntington: Aggregate Formation (GFP); PC12 HttQ103-GFP aggregates, Acumen cytometry, 40 h; Potency, µM (doses to about 46.1 µM), without a hit: at the highest dose activity change, negative = inhibition, hits mostly inhibitors; AID 1688, 2009; actives 1.1% (n = 220,000); note: % is set by controls: 0 for no effect and ±100 for the full control effect; nearly all actives have a fitted effect of over 60% in size
#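 Huntingtin Q103 exon 1–GFP aggregates in induced PC12 cells (100 nM tebufenozide) were quantified by cytometry from lysates, with compounds dosed in titration.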
# aGlu spleen mod: qHTS Assay for Inhibitors and Activators of Human alpha-Glucosidase From Spleen Homogenate. Lysosomal alpha-glucosidase (Homo sapiens), P10253. human spleen homogenate, 4-MU-alpha-glucoside fluorescence. Potency, µM (doses to about 79.9 µM), without a hit: at the top dose activity change, negative = inhibition, usual class: inhibitors. actives 0.006% (n = 240,000). AID 2112, 2009;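 note: 0% = enzyme with vehicle and -100% = no enzyme basal signal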
#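 Enzyme source: human spleen homogenate, 1 ug/well. Buffer 50 mM citric acid/K phosphate pH 5.0, 0.01% Tween-20. 4-MU-alpha-glucoside 1 mM; 37 C x 40 min; NaOH/glycine stop; fluorescence.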
# IMPase Li cell: qHTS Assay for Identifying the Cell-Membrane Permeable IMPase Inhibitors: Potentiation with Lithium. Potency, µM (highest dose often 59.4 µM), inactives show top-dose activity, negative = IMPase inhibition, hits mostly inhibitors. actives 0.35% (n = 210,000). CHO-M1 cells, IP1 TR-FRET (IP-One), carbachol + lithium;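 note: IP1 builds up when IMPase is blocked and the TR-FRET signal falls; plate controls were basal vehicle for no effect and high inhibitor control for full effect; nearly all actives have a fitted effect of over 50% in size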
#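 Test compounds were applied to CHO-M1 cells previously cultured for 16–30 h at 2000 per well. A small lithium amount accompanied them; after 30 min at 37C, IP1 was quantified by TR-FRET.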
# GAA glycogen: qHTS Assay for Inhibitors and Activators of Human alpha-Glucosidase Cleavage of Glycogen; actives 0.38% (n = 300,000); AID 2100, 2009; recombinant GAA, glycogen substrate, Amplex Red glucose oxidase fluorescence; Potency, µM (series often up to 76.4 µM), inactives show at the top dose activity change, negative = inhibition, hits mostly inhibitors;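 note: 0% = full enzyme reaction and -100% = no-enzyme basal signal; the screen sought inhibitors and activators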
#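 Recombinant human alpha-glucosidase (4 nM final) hydrolysed bovine liver glycogen (30 ug) for 40 min at 37 C in pH 5.0 citrate/phosphate with 0.01% Tween-20. Released glucose detected by glucose oxidase/Amplex Red, Ex 573/Em 610 nm. Compounds up to 77 uM; AC50 from Hill fits.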
# HTT ATP protect: qHTS Multiplex Assay to Identify Dual Action Probes in a Cell Model of Huntington: Cytoprotection (ATP); Potency, µM (top dose mostly 56.4 µM), inactives show cytoprotection (ATP increase), most hits filed as activators; actives 0.14% (n = 230,000); PC12 HTT-Q103 induced, cytoprotection, ATP luminescence, 40 h;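 note: % of control where 0% means no effect; nearly all actives have a fitted effect of over 45% in size; toxic huntingtin expression switched on by the ecdysone agonist tebufenozide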
#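 Quantitative HTS on tebufenozide-induced (100 nM) PC12 cells expressing HTTQ103 exon 1–GFP; compounds tested as a concentration series; survival measured via cellular ATP.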
# GoLoco inh red: qHTS Assay for Inhibitors of RGS12 GoLoco Motif Activity (Red Fluorophore). Guanine nucleotide-binding protein G(i) subunit alpha-1 (Homo sapiens), P63096. Gai1:RGS12 GoLoco peptide FP, rhodamine, 10 min. Potency, µM (top dose mostly 61.6 µM), without a hit: at the top dose activity, negative = inhibition, most hits filed as inhibitors. actives 0.44% (n = 230,000). AID 880, 2007; active = well fitted inhibition curve with a large enough effect, not every such curve was filed as active; inactive = no such curve, though single readings can be large or run the other way; note: % is set by controls: 0 for no effect and ±100 for the full control effect; nearly all actives have a fitted effect of over 30% in size; many of its hits are not listed in these tables
# Target sequence (P63096 whole entry, looked up): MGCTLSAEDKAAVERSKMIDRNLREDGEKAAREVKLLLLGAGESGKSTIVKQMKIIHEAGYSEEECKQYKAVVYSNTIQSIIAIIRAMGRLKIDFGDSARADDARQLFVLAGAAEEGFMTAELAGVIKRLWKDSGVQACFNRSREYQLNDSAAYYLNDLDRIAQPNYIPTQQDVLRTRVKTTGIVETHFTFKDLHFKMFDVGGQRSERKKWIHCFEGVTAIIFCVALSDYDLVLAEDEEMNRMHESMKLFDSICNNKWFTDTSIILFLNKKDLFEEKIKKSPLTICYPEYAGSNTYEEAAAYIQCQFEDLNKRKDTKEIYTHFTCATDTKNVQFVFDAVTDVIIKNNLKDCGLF
# GAA inh: qHTS Assay for Inhibitors of Human alpha-Glucosidase as a Potential Chaperone Treatment of Pompe Disease | Lysosomal alpha-glucosidase (Homo sapiens), P10253 | purified human GAA, 4-MU-alpha-glucoside fluorescence | Potency, µM (highest dose often 76.9 µM), without a hit: top-dose activity change, negative = inhibition, hits mostly inhibitors | actives 0.005% (n = 200,000);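 note: plate controls were uninhibited enzyme wells for no effect and no-enzyme background for full effect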
#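 Enzyme (4 nM final) mixed with compound (up to 77 uM), then 4-MU-alpha-D-pyranoside (400 uM final) added; 20 min at room temperature, pH 5.0. Reaction stopped at pH 10, fluorescence read, AC50 derived by Hill fit.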
# * hit, by the source's call; ? = inconclusive; · = not tested or not shown; & = joins results of further samples; [ ] = another dose, or the depositor's remark. Unless noted, calls come from the whole dose curve; as a rule, active = well fitted curve in the direction sought with a large enough effect; inconclusive = small, poorly fitted or top-dose-only effect, or another doubt; inactive = no such curve, though single readings can be large; an effect the other way counts as inactive or inconclusive. Potency is the fitted concentration of half-maximal effect. A portion of the library. The share of hits here may be higher or lower than overall.
No.	Structure	HttQ103 aggreg	aGlu spleen mod	IMPase Li cell	GAA glycogen	HTT ATP protect	GoLoco inh red	GAA inh
1	O=P(OCC1CC1)(c1ccccc1)c1ccccc1	-5%	0%	1%	17%	19%[10 µM]	-8%	0%
2	O=S(=O)(Nc1nc2ccccc2nc1-[n+]1cccc(N=C([O-])c2ccc(Cl)cc2)c1)c1ccccc1	29%[9.22 µM]	5%	·	-13%	9%[10 µM]	3%	-16%
3	O=C(c1cccc(Cl)c1)N1CCN(C2CCCCCC2)CC1	-7%	-10%	-8%[38.3 µM]	7%	11%	-5%	8%
4	CC(=O)NC(NC(C)=O)c1cccc(OCc2ccccc2)c1	9%	3%	2%	-1%	·	-6%	0%
5	CCCc1ccc(C#N)c(SC2CC(=O)N(c3ccc(OC)cc3)C2=O)n1 (centres undefined)	9%[9.22 µM]	3%	13%	-4%	24%[10 µM]	15%	8%
6	CCOC(=O)CNC(=O)c1cccnc1	28%	0%	-4%[38.3 µM]	16%	23%	5%	-4%
7	COc1ccccc1C(=O)OCC(=O)c1cccc([N+](=O)[O-])c1	-1%	3%	0%	3%	8%[10 µM]	19%	3%
8	CCC1CCCCN1C(=O)CSc1nnc(-c2c[nH]c3ccccc23)o1 (centres undefined)	-15%	-2%	-6%[38.3 µM]	-9%	-11%[10 µM]	1%	-10%
9	O=C1CC(N2CCC(c3nc4ccccc4s3)CC2)C(=O)N1 (centres undefined)	0%	-18%	-2%[38.3 µM]	5%	7%[10 µM]	5%	7%
10	CCOC(=O)C1C2C=CC3(CN(c4ccc(Cl)c(F)c4)C(=O)C13)O2 (centres undefined)	-8%	-5%	12%	-2%	6%[10 µM]	9%	-5%
11	Cc1ccc(S(=O)(=O)NNc2nc3ccccc3nc2C(F)(F)F)cc1	-3%	9%	2%[38.3 µM]	28µM*	-10%	-10%	-11%
12	COC(=O)COc1ccc(S(=O)(=O)Nc2ccc3c(c2)OCO3)cc1Cl	7%	-6%	18%[38.3 µM]	-11%	-12%[0.074 µM]	1%	3%
13	CCN(CC)CCN1C(=O)c2cccc3cc(N)cc(c23)C1=O	9%[9.22 µM]	1%	10%	2%	-30%&-4%[inhibitor][10 µM]	21%[14.2 µM]	-8%
14	COc1ccccc1OCC(=O)Nc1ccccn1	14%	6%	·	-3%	6%[10 µM]	·	-4%
15	O=C(Oc1c(-c2ccccc2)c(=O)n2c3c(cccc13)CC2)c1ccc(Cl)cc1	-4%[9.22 µM]	-5%	·	-7%	-12%[10 µM]	6%	·
16	COc1ccc(NC(=O)Nc2cccc(C(=O)N3CCOCC3)c2)cc1OC	-5%	3%	-10%[38.3 µM]	-4%	-13%	5%	-17%
17	CCCCCCCCCCC/C=C\C/C=C\CCCC(=O)O	·	-3%&0%	7%&21%	·	-7%&-19%	7%&5%	·
18	CCSc1nnc(NC(=O)[C@@H](NC(=O)c2cccc(C)c2)C(C)C)s1	5%	-3%	2%	9%	1%[1.9 µM]	2%	-1%
19	COc1ccc2[nH]cc(CCN3C(=O)CCC3=O)c2c1	0%[9.22 µM]	3%	-13%[38.3 µM]	-7%	3%	9%	-1%
20	CCC(OC(=O)c1cccs1)C(=O)NCc1ccc2c(c1)OCO2 (centres undefined)	-30%	0%	30%[38.3 µM]	-3%	-3%[10 µM]	3%	3%
21	C(=N\Nc1nc2ccccc2[nH]1)/c1ccc2ncccc2c1	-1%[9.22 µM]	-3%	·	?	-32%[10 µM]	10%	·
22	O=C(O)c1ccc(N/N=C/c2ccc(-c3ccc(Cl)cc3Cl)o2)cc1	0%[9.22 µM]	3%	·	?	1%[10 µM]	14%	·
23	O=C(c1cc2c(s1)CCCC2)N1CCN(Cc2ccc3c(c2)OCO3)CC1	-31%	-2%	13%[38.3 µM]	9%	-7%	0%	-11%
24	CC(=O)N1N=C(c2ccco2)CC1c1ccc(Br)cc1 (centres undefined)	-4%	1%	6%	2%	3%[10 µM]	3%	2%
25	CC(=O)C1=C(C)NC(=O)CC1c1ccccc1Cl (centres undefined)	-7%	·	-2%	-14%	12%	8%	-4%
26	O=C(NCc1cccnc1)c1cc(S(=O)(=O)N2CCCCC2)ccc1Cl	-17%	-3%	25%[38.3 µM]	2%	-11%	-5%	-2%
27	CCOc1ccc(C2N(c3cc(Cl)ccc3OC)C(=O)C3CCCN32)cc1OC (centres undefined)	-10%	0%	2%[38.3 µM]	3%	-9%	8%	-13%[15.4 µM]
28	Cc1cccc(C)c1NC(=S)N(CCN(C)C)C(C)c1cccnc1 (centres undefined)	-6%	-1%	-8%	15%	-34%[inhibitor]	-8%	1%
29	COc1ccc(C2=Nc3nc(-c4ccccc4)cn3C(c3ccc(OC)cc3)C2)cc1 (centres undefined)	16%	1%	-20%	-9%	9%[10 µM]	23%	-11%
30	CS(=O)(=O)N(CC(=O)Nc1ccc2c(c1)OCO2)Cc1ccccc1	23%	3%	51%[activator][38.3 µM]	-8%	12%[10 µM]	-4%	-5%

# 9 compounds out of the list, ordered by number of heavy atoms, lowest first.
No.	Structure	HttQ103 aggreg	aGlu spleen mod	IMPase Li cell	GAA glycogen	HTT ATP protect	GoLoco inh red	GAA inh
25	CC(=O)C1=C(C)NC(=O)CC1c1ccccc1Cl (centres undefined)	-7%	·	-2%	-14%	12%	8%	-4%
19	COc1ccc2[nH]cc(CCN3C(=O)CCC3=O)c2c1	0%[9.22 µM]	3%	-13%[38.3 µM]	-7%	3%	9%	-1%
21	C(=N\Nc1nc2ccccc2[nH]1)/c1ccc2ncccc2c1	-1%[9.22 µM]	-3%	·	?	-32%[10 µM]	10%	·
20	CCC(OC(=O)c1cccs1)C(=O)NCc1ccc2c(c1)OCO2 (centres undefined)	-30%	0%	30%[38.3 µM]	-3%	-3%[10 µM]	3%	3%
18	CCSc1nnc(NC(=O)[C@@H](NC(=O)c2cccc(C)c2)C(C)C)s1	5%	-3%	2%	9%	1%[1.9 µM]	2%	-1%
23	O=C(c1cc2c(s1)CCCC2)N1CCN(Cc2ccc3c(c2)OCO3)CC1	-31%	-2%	13%[38.3 µM]	9%	-7%	0%	-11%
16	COc1ccc(NC(=O)Nc2cccc(C(=O)N3CCOCC3)c2)cc1OC	-5%	3%	-10%[38.3 µM]	-4%	-13%	5%	-17%
27	CCOc1ccc(C2N(c3cc(Cl)ccc3OC)C(=O)C3CCCN32)cc1OC (centres undefined)	-10%	0%	2%[38.3 µM]	3%	-9%	8%	-13%[15.4 µM]
29	COc1ccc(C2=Nc3nc(-c4ccccc4)cn3C(c3ccc(OC)cc3)C2)cc1 (centres undefined)	16%	1%	-20%	-9%	9%[10 µM]	23%	-11%

# (further entries)
No.	Structure	HttQ103 aggreg	aGlu spleen mod	IMPase Li cell	GAA glycogen	HTT ATP protect	GoLoco inh red	GAA inh
31	COC(=O)c1[nH]c(C)c(/C(O)=C2\C(=O)C(=O)N(CCCN3CCOCC3)C2c2ccccn2)c1C (centres undefined)	7%	16%	25%[38.3 µM]	-11%	-23%	84%[activator]	-3%
32	COC(=O)c1ccccc1NC(=O)Nc1ccc(Br)cn1	-12%	0%	1%	22%	-37%[inhibitor]	9%	8%
33	N=C1C(c2ccc(Br)cc2)=C(O)C2CCc3ccccc3N12 (centres undefined)	-15%	2%	-4%[38.3 µM]	5%	-33%	4%	-1%
34	Cc1nn(-c2ccccc2)c(Cl)c1/C=C(\C#N)C(=O)NC(C)C	-3%	1%	19%	-7%	-18%[10 µM]	5%	1%
35	O=C(NN=C1CCN(Cc2ccccc2)CC1)C(O)c1ccccc1 (centres undefined)	26%	6%	6%	4%	14%[10 µM]	-3%	-2%
36	O=C(CCCC(=O)N(c1ccc2c(c1)OCCO2)C(C(=O)NC1CCCCC1)c1ccc(F)cc1)Nc1ccccn1 (centres undefined)	9%	-7%	7%[38.3 µM]	-11%	-22%	1%	1%
37	COc1cccc(Cn2c(=O)c(C)nc3cnc(N4CCNCC4)nc32)c1	·	-6%	6%	·	23%	17%	·
38	COc1cc(NC(=O)CCc2ccccc2)c(C(=O)O)cc1OC	-5%	-10%	-6%[38.3 µM]	7%	-32%	-5%	-9%
39	O=C(O)CCCCCN1C(=O)c2ccc(C(=O)O)cc2C1=O	-1%	-2%	-3%[38.3 µM]	12%	8%	-4%	-2%
40	CC(C)C[C@@H]1NC(=O)[C@H](Cc2ccccc2)N(C)C(=O)[C@H](C)NC(=O)c2ccccc2NC(=O)[C@H](Cc2ccc(O)cc2)N(C)C1=O	3%[9.22 µM]	7%	·	-3%	-19%[10 µM]	10%	·
41	O=C(Cn1c2c(sc1=O)C1c3ccccc3OCC1CS2)Nc1ccc(Cl)cc1 (centres undefined)	-30%	-5%	2%	1%	-2%[1.9 µM]	18%	-11%
42	CCn1c(=O)cc(OCC(=O)Nc2nc(C)cs2)c2ccccc21	-4%	5%	-28%[38.3 µM]	2%	2%[10 µM]	11%	1%
43	Cc1ccc(SCC(=O)NCCCc2ccccc2)cc1	7%	-9%	7%	-20%	16%[10 µM]	-3%	6%
44	NC(=O)c1ccsc1NC(=O)c1ccc(S(=O)(=O)N2CCCCC2)cc1	-28%	-6%	11%[38.3 µM]	-11%	-7%	9%	-11%
45	CCCc1cc(=O)n(-c2nc3ccccc3s2)[nH]1	20%[9.22 µM]	8%	·	-8%	35%[10 µM]	5%	·
46	Cc1ccc2c(c1)C(=O)OC1(O)C3C4C=CC(C4)C3C(=O)N21 (centres undefined)	5%[9.22 µM]	2%	·	5%	9%[10 µM]	0%	·
47	O=C(Nc1ccc(F)cc1F)N1CCN(CCc2ccccc2)CC1	8%[9.22 µM]	1%	·	-6%	41%[10 µM]	-3%	·
48	COc1cc2c(cc1NC(=O)CN(C)Cc1ccc(OC)c(OC)c1)oc1ccccc12	-16%	-6%	·	3%	2%[10 µM]	·	-1%
